PrPC TRFRET: inhibitors of human cell surface prion protein PrPC, primary screen, cell-based, TR-FRET. inhibition, % at 13.8 µM. Major prion protein (Homo sapiens), P04156. TR-FRET read-out. 0.43% of 370,000 active; in the data active = inhibition above about 24%; note: 0% = median of the test wells and 100% = reference compound wells
CCHFV vOTU inh: CCHFV vOTU protease inhibitors, primary screen, biochemical, Pep-AMC substrate, fluorescence; Crimean-Congo hemorrhagic fever virus L polyprotein viral ovarian tumor (vOTU) protease …; inhibition, % at 11.5 µM; 0.55% of 370,000 active; AID 651958, 2012; in the data active = inhibition above about 30%; note: 0% = vehicle wells with enzyme and 100% = no enzyme wells
BoNT-A LC inh2: BoNT/A light chain protease inhibitors, primary screen, biochemical, flow cytometry, MLPCN library | multiplex microsphere protease substrate cleavage | inhibition, % at 10 µM | 0.17% of 360,000 active; note: plate controls were buffer without enzyme for full effect and enzyme alone for no effect
Rv3671c inh: Rv3671c serine protease inhibitors, primary screen, biochemical, fluorescence polarization, M. tuberculosis H37Rv; P9WHR9; inhibition, % at 5.96 µM; 0.048% of 320,000 active; in the data active = inhibition above about 38%;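 note: extracellular domain of Rv3671c used as enzyme; 0% = enzyme with DMSO and 100% = no enzyme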
Target sequence (P9WHR9 whole entry, looked up, the tested form may be a part): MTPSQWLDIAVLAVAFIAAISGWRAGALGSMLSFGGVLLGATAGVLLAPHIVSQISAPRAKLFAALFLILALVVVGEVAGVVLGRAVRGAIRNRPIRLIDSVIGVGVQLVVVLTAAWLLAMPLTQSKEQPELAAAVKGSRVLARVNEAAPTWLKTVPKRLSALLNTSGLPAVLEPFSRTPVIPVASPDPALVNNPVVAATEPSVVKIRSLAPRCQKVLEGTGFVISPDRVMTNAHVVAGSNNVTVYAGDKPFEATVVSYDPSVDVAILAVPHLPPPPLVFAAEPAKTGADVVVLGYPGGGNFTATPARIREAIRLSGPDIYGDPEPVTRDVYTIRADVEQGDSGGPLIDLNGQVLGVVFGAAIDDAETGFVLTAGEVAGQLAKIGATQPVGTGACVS
3CLpro inhibitor: SARS-CoV 3CLpro protease inhibitors, primary screen, biochemical, quenched FRET. Replicase polyprotein 1ab (Severe acute respiratory syndrome coronavirus), P0C6X7. recombinant SARS-CoV 3CLpro, quenched FRET peptide cleavage. inhibition, % at 6 µM. 0.14% of 290,000 active; in the data active = inhibition above about 12%
PriA SSB inh: inhibitors of Klebsiella pneumoniae PriA binding to SSB C-terminal tail, primary screen, biochemical, AlphaScreen; AlphaScreen SSBct-PriA binding, biotinylated peptide; PriA–SSB C-terminal tail interaction (Klebsiella pneumoniae); 0.6% of 430,000 active; inhibition, % at 33 µM; in the data active = inhibition mostly above about 37%, no sharp cut-off; inactive = mostly below about 20%;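 note: plate controls were negative control peptide for no effect and reference peptide for full effect; strong numbers were not always called active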
MazEF act: activators of E. coli MazEF toxin-antitoxin RNase, primary screen, biochemical, fluorescence, uHTS; FAM/BHQ RNA-DNA oligo cleavage fluorescence, 5 h; activation, % at 20 µM; 0.32% of 350,000 active; AID 504720, 2011; in the data active = activation above about 50%
Target sequence (P0AE70 whole entry, looked up): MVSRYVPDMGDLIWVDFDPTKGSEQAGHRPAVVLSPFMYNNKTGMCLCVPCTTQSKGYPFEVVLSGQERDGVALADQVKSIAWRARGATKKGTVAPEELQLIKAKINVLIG
VHR inh abs: VHR1 phosphatase inhibitors, primary screen, biochemical, absorbance, uHTS; recombinant VHR phosphatase, pNPP absorbance; 0.52% of 290,000 active; inhibition, % at 13.3 µM; Dual specificity protein phosphatase 3 (Homo sapiens), P51452; AID 1654, 2009; in the data active = inhibition above about 50%; note: some compounds called inactive have numbers as strong as hits
Target sequence (P51452 whole entry, looked up): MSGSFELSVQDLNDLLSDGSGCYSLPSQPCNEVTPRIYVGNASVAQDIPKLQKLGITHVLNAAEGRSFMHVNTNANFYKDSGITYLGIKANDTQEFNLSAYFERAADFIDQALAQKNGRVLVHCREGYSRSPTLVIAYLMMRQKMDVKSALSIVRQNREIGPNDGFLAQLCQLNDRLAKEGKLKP
Anthrax LF inh2: Bacillus anthracis LF protease inhibitors, primary screen, biochemical, multiplex microsphere, MLPCN library. Lethal factor (Bacillus anthracis), P15917. multiplex microsphere protease cleavage assay. inhibition, % at 10 µM. 0.12% of 360,000 active; note: plate controls were buffer without enzyme for full effect and enzyme alone for no effect
BoNT F protease: BoNT/F light chain protease inhibitors, primary screen, biochemical, flow cytometry, MLPCN library; Multiplex microsphere protease cleavage assay; Botulinum neurotoxin type F light chain protease (Clostridium botulinum); inhibition, % at 10 µM; AID 588497, 2011; 0.22% of 360,000 active; in the data active = inhibition above about 35%, passing the limit was not always enough; inconclusive = no clear call, values can overlap the other calls; note: plate controls were buffer without enzyme for full effect and enzyme alone for no effect
Numbers without * were called inactive; u = inconclusive; x = not tested or not shown; & = joins results of further samples. Cut-off read from the data, not from the text of the source, unless noted: active = inhibition above about 30%; inconclusive = no clear call, values can overlap the other calls; inactive = below that. The list is partial; the hit share may differ from the screen's.

SMILES	PrPC TRFRET	CCHFV vOTU inh	BoNT-A LC inh2	Rv3671c inh	3CLpro inhibitor	PriA SSB inh	MazEF act	VHR inh abs	Anthrax LF inh2	BoNT F protease
CC1CCCN(C(=O)C2COc3ccccc3O2)C1 (configuration not stated)	-2	-5	1.6	-6	2	1	3	10	-2	-3
COc1cccc2cc(C(=O)n3ccc(C)n3)c(=O)oc12	-9	0	0.1	-2	3	-8&-27	2	0	-1	-2
COc1cccc(NC(=O)CSc2nnc(Cc3cccn3C)n2-c2ccc(F)cc2)c1	5	7	0.1	-1	2	14	5	7	-3	-3
COc1cc(OC)cc(C(=O)N[C@H](C(=O)Nc2ccc(NC(C)=O)cc2)C(C)C)c1	9	-20	0.0	-1	0	-1	18	17	-3	-9
CCN(CC(=O)Nc1ccc(NC(C)=O)cc1)C(=O)C1(c2ccc(Cl)cc2)CCC1	14	3	-0.1	x	x	x	4	x	0	5
Cc1ccc(S(=O)(=O)N2CCC(C(=O)OCC(=O)N3CC(C)CC(C)C3)CC2)cc1C (configuration not stated)	-1	6	2.7	4	x	1	6	x	-7	1
CCOc1ccccc1NC(=O)NNS(=O)(=O)c1cc(C)ccc1C	1	-2	1.1	x	-3	-1	3	4	7	-2
C=CCn1c2ccccc2n2nc(C)c(=O)nc12	-3	-10	0.6	-6	-3	-3	-4	18	-2	-4
C(=NOCc1ccccc1)c1cccnc1	-2	-12	-0.6	x	x	-1	8	x	-2	-5
Cc1cc(C)n(-c2ccc(Oc3ccccc3)c(S(=O)(=O)O)c2)n1	-1	0	-0.5	-1	-1	x	6	18	-3	-8
COc1ccc(Br)cc1/C=C/C(=O)c1ccc(NC(C)=O)cc1	5	8	-0.1	-44	2	4	-8	22	0	-9
CCCCCC(=O)N1C[C@H](n2cc(-c3ccc(F)cc3)nn2)[C@@H](O)C[C@@H]1c1ccc(Cl)cc1	8	23	-0.6	x	x	x	4	x	4	-5
CC(=O)N1CCC(C(=O)Nc2ccc(S(=O)(=O)N3CCC(C)CC3)cc2)CC1	7	1	0.7	2	-1	-7	3	18	-2	0
CCNC(=O)c1ccccc1SCc1ccccc1	-1	4	-0.1	-9	-1	-1	5	-14	0	0
Cc1cccc(C)c1NS(=O)(=O)c1ccc2c(c1)NC(=O)CO2	4	5	-0.1	3	1	-20	1	-6	0	-1
N#CC1=C(c2ccccc2)/C(=C/c2ccccc2)OC1=O	0	-9	0.2	6	4	5	8	22	2	1
O=C(O)C1CCCN1S(=O)(=O)c1ccc(Cl)c(Cl)c1 (configuration not stated)	-6	1	0.6	12	1	0	8	4	0	6
CC(C)CC(=O)NN1CCCCC1	-2	3	0.2	-3	3	-7	0	15	-2	-5
COc1ccc(-n2c(SCC(=O)Nc3ccc(Br)cc3)nc(O)cc2=O)cc1	3	1	3.6	-45	-5	-10	-8	14	-1	u
CC(/C=C/c1ccccc1)=N\NC(=O)CSc1ccccn1	5	-7	2.8	-7	-1	x	2	-13	4	10
O=C(CCNC(=O)c1ccc(Cl)cc1)NCCCN1CCOCC1	-8	1	2.4	6	x	-4	13	x	5	6
Cc1ccc(-n2c(=O)[nH]c3ncccc3c2=O)cc1	-9	-6	-1.8	5	-7	1	-26	6	0	-3
O=C(COc1ccc2c3c(c(=O)oc2c1)CCCC3)N1C[C@H]2C[C@@H](C1)c1cccc(=O)n1C2	2	-8	-0.5	5	-2	-12	-4	49	2	-6
COc1ccc(/C=N\NC(=O)c2ccc(-c3ccccc3)cc2)cc1COC(C)=O	8	-8	0.9	-6	5	x	-13	2	2	-5
Cc1ccc(C)c(Cn2nnc3c(=O)[nH]c(C4CCCN(C(=O)C5CCC5)C4)nc32)c1 (configuration not stated)	-9	16	0.0	8	-3	-2	4	26	-3	2
CN(CCC#N)C(=O)CSc1ncnc2sc(-c3ccccc3)cc12	-12	10	-0.7	-15	3	-5	-4	21	-3	-16
Cc1ccc(Cc2c(C)nc3nc(SCC(=O)NCc4ccco4)nn3c2C)cc1	7	-9	1.1	-5	0	-9	1	4	7	-12
OCc1nc2ccccc2n1CCCOc1ccc(Br)cc1	11	8	u	-1	-9	-5	0	8	-7	-3
COC(=O)Cc1c(O)ccn(CCc2c[nH]c3ccc(OC)cc23)c1=O	0	5	-0.4	3	3	-4	3	21	-4	2
CC(=O)Oc1ccc(C(=O)Nc2cc(C)ccc2NC(=O)COc2ccccc2)cc1	x	x	2.2	0	3	-7	8	28	0	14
Cc1ccc(NC(=O)CN2CCC(Cc3ccccc3)CC2)cc1S(=O)(=O)N(C)C	-10	-3	0.6	-5	4	-4	2	18	-7	2
O=C1C2CCCCN2C(=O)N1CCCCN1CCN(c2cccc(C(F)(F)F)c2)CC1 (configuration not stated)	-7	-7	x	x	x	-14	-12	x	x	x
Cc1ccc(O)c(C=Nc2cc(C)ccc2O)c1	x	x	0.3	-8	2	-13	-4	2	-2	1
CCCCSc1nnc(-c2ccc(C)cc2)n1C	12	3	0.0	-4	3	13	5	10	0	-7
CC(C)(C)OC(=O)N1Cc2cc3ccccc3nc2C1CO (configuration not stated)	1	6	-4.0	4	0	4	-4	12	7	4
O=C(O)Cn1cnc2c(oc3ccccc32)c1=O	-8	5	-0.7	10	-1	3	6	10	-5	1
CC1(NC(=O)CN2CCN(c3cnn(-c4ccccc4)c(=O)c3Cl)CC2)CCS(=O)(=O)C1 (configuration not stated)	-14	3	-2.0	-7	x	2	-3	x	-2	-8
C=CCc1cc(OC)ccc1OCCN(C)Cc1ccccc1	-3	10	-0.4	1	-6	-3	-12	-3	-5	0
CCc1cc2c(NCCO)ncnc2s1	5	-3	0.4	-1	-1	1&-10	-2	31	-2	-6
CC(=O)SCC(=O)N=c1sc2cc(F)ccc2n1C	-3	2	0.3	-2	1	-8	4	-7	-2	9
COC(=O)c1cc(C(=O)OCC(=O)N(C)c2ccccc2)cc([N+](=O)[O-])c1	-19	-1	0.3	-4	-1	5	13	2	-11	-22
O=C(Cc1c(Cl)cccc1Cl)OCc1ccccn1	2	-2	-1.6	-1	1	-14	-36	6	17	4
COCC(=O)NC1CC2CCCC(C1)N2Cc1ccccc1 (configuration not stated)	0	-8	-0.2	1	-2	-9	1	-29	1	-7
CCN(CC)c1ccc(NC(=O)C2CCCN(S(=O)(=O)c3cnc[nH]3)C2)c(C)c1 (configuration not stated)	3	13	0.6	0	-1	5	-12	4	-9	-7
CCOC(=O)CC1CCCCN1Cc1nc(-c2ccc(F)c(OC)c2)oc1C (configuration not stated)	-4	-11	-0.3	4	2	6	-2	13	0	-3
COc1cccc(C(=O)NC(C)C(c2cccs2)N2CCN(C)CC2)c1 (configuration not stated)	4	-3	-0.2	5	0	-14	3	0	-4	0
CCN1CCN(C2=C(NS(=O)(=O)c3ccccc3)C(=O)c3ccccc3C2=O)CC1	-58	46*	-0.3	-39	3	5	2	21	-4	-3
O=C(Cn1c(NCCCO)nc2ccccc21)c1ccc(Br)cc1	-3	23	0.9	-3	0	6	9	28	2	0

Some entries already given, reduced to 3CLpro inhibitor, Anthrax LF inh2 and PrPC TRFRET:
| SMILES | 3CLpro inhibitor | Anthrax LF inh2 | PrPC TRFRET |
| --- | --- | --- | --- |
| CC(=O)N1CCC(C(=O)Nc2ccc(S(=O)(=O)N3CCC(C)CC3)cc2)CC1 | -1 | -2 | 7 |
| CCNC(=O)c1ccccc1SCc1ccccc1 | -1 | 0 | -1 |
| Cc1cccc(C)c1NS(=O)(=O)c1ccc2c(c1)NC(=O)CO2 | 1 | 0 | 4 |
| N#CC1=C(c2ccccc2)/C(=C/c2ccccc2)OC1=O | 4 | 2 | 0 |

Additional structures follow.
SMILES	PrPC TRFRET	CCHFV vOTU inh	BoNT-A LC inh2	Rv3671c inh	3CLpro inhibitor	PriA SSB inh	MazEF act	VHR inh abs	Anthrax LF inh2	BoNT F protease
Cc1ccc(C(=O)N2CCN(c3ccc([N+](=O)[O-])c(NCc4ccco4)c3)CC2)cc1	-5	5	-1.1	-13	-5	27	-1	24	-5	-7
Cc1ccc(-c2nnc(N3CCCCC3)c3ccccc23)cc1S(=O)(=O)N1CCN(C)CC1	-10	-5	0.5	-7	-3	7	-2	39	-5	1
COc1ccc(C2CC(=O)c3cnc(N4CCN(Cc5ccccc5)CC4)nc3C2)cc1 (configuration not stated)	4	5	-1.0	-14	-1	-11	-8	-5	-3	-10
CC(C(=O)Nc1ccccc1)N1C(=O)c2ccccc2C1=O (configuration not stated)	2	2	0.1	0	0	-6	-2	4	3	-2
COc1ccc(C(=O)Cn2cnc3ccc(Cl)cc3c2=O)cc1F	2	-2	-0.7	-9	4	-1	15	-11	-1	-9
O=C(O)Cn1ccc2ccccc21	10	1	-0.1	-4	-2	1&-10	-9	26	2	-5
O=C(CCc1ccccc1)c1c(O)cc(O)cc1O	-2	7	0.0	-12	x	0	3	22	-2	1
O=C(NCCc1ccccc1Cl)C1CCC(=O)N(Cc2ccc(Cl)cc2)C1 (configuration not stated)	6	0	3.6	-1	0	-11	-5	16	-3	6
COC(=O)Nc1ccc(S(=O)(=O)N(CCO)CCO)cc1	x	x	0.9	-16	3	0	6	15	0	2
CCn1c(SCc2cccc(C)c2)nnc1-c1ccc(C)cc1	14	0	0.2	0	1	4	-5	28	2	7
COc1ccc(CN2C(=O)c3cccnc3C2=O)cc1S(=O)(=O)N(C)Cc1ccco1	0	11	-0.4	-6	5	12	3	6	-2	-2
O=C1/C(=C/c2ccc(Cl)cc2)NC(=S)N1Cc1cccnc1	0	-6	-1.0	-16	-2	3	3	13	-6	0
Cc1ccc(S(=O)(=O)N(C)C)cc1NC(=O)Nc1c(-c2ccccc2)noc1C	-10	2	0.1	-9	-1	-7	11	40	-9	-9
CN1CCN(C(=O)/C(=C/c2ccc(N(C)C)cc2)NC(=O)c2ccccc2)CC1	5	15	-5.9	2	-2	8	9	24	12	-16
O=[N+]([O-])/C(C(Cl)=C(Cl)Cl)=C(/NC1CC1)Sc1ccccc1	-1	-12	-1.4	2	0	-7	-13	24	-2	-11
COc1ccccc1NC(=O)C/C(N)=N/O	4	1	-0.3	4	-3	x	0	23	4	-8
CC(=O)c1ccc(Sc2nnc(C)s2)c([N+](=O)[O-])c1	-12	6	-0.1	4	6	3	5	20	0	1
C[C@H](CO)N1C[C@H](C)[C@@H](CN(C)CC2CCCCC2)Oc2c(NS(=O)(=O)c3ccccc3)cccc2C1=O	2	-11	0.4	2	x	-7	1	x	-6	-7
O=C(Cn1nnc(-c2ccccc2Cl)n1)Nc1cccc(S(=O)(=O)N2CCCC2)c1	9	9	0.0	-42	x	-2	2	x	-12	3
N#Cc1ccsc1NC(=O)COC(=O)c1ccc2ccccc2c1	-5	10	-0.1	-24	1	-3	4	7	1	2
COC(=O)c1ccccc1NC(=O)Nc1nnc(N2CCC(C)CC2)s1	5	3	-0.3	6	-1	-14	5	12	2	0
O=C(Nc1ccccc1F)C1CCCN(S(=O)(=O)c2ccc(-n3cnnn3)cc2)C1 (configuration not stated)	-5	5	-1.9	0	-3	-2	3	25	4	-12
CC(C)CN1Cc2cc(-c3cccc(F)c3)ccc2-n2nncc2C1	-4	10	-0.3	x	x	x	x	x	-2	2

Source: PubChem
